# CF NFkB inh – inhibitors of PAF-induced NF-kB signaling, primary screen, cell-based, GFP fluorescence, uHTS. KKLEB NF-kB-GFP reporter, GFP fluorescence overnight. inhibition, % at 5 µM. 360,000 tested, 0.86% active. AID 588850, 2011;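 active means at least 50% inhibition at 5 µM, scaled per plate between neutral and stimulator controls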;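 further: PAF is a Pseudomonas aeruginosa culture filtrate used as stimulus; plate controls were PAF-stimulated DMSO wells for no effect and unstimulated DMSO wells for full effect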
# EBV LMP1 NFkB – EBV LMP1-driven NF-kappaB luciferase reporter inhibitors, primary screen, cell-based, luminescence, single point; LMP1-induced NF-kappaB luciferase reporter cells; inhibition, % at 12.5 µM; 350,000 tested, 0.69% active; AID 504558, 2011; in the data active means inhibition above about 41%;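 further: 0% = neutral control wells and 100% = reference inhibitor control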
# NR5A2 inv ag – LRH-1 (NR5A2) inverse agonists, primary screen, cell-based, luminescence, HEK293T, StAR-luciferase reporter | 360,000 tested, 0.13% active | LRH-1 transfected, 24 h | inhibition, % at 3.6 µM | AID 602396, 2012;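 active means inhibition above the mean inhibition of all tested compounds plus 3 SD, cut at about 73% in these data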;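 further: 0% = DMSO wells and 100% = reporter-only cells lacking LRH-1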
# Shn3 inh set2 – reduction of Shn3 3'UTR firefly luciferase signal, primary screen, Schnurri-3 inhibitor project, cell-based, Clone20 osteoblasts, set 2. inhibition, % at 12.5 µM. AID 588674, 2011. 360,000 tested, 0.52% active. Clone20 osteoblast Shn3 3'UTR firefly luciferase, 24 h;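 active means mean inhibition of at least 75% with every replicate also reaching 75%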;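 further: 0% = median of neutral control wells and 100% = pilot-screen positive control compound; some compounds past the cut are filed as inactive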
# TROY NFkB inh – inhibitors of TROY-driven NF-kB signaling, primary screen, Q293 LMP1-TROYcd cells, NF-kB luciferase, uHTS; Q293 LMP1-TROYcd NF-kB luciferase reporter, 4 h; inhibition, % at 10 µM; 360,000 tested, 0.98% active; AID 1347056, 2019;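 active means compounds whose plate-normalised and pattern-corrected inhibition of the luciferase reporter signal at the single screening dose is 50% or more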
# NR2F2 inh – NR2F2 transcriptional activity inhibitors, primary screen, cell-based, luciferase reporter, HEK293T, luminescence; HEK293T NGFI-A luciferase reporter; COUP transcription factor 2 (Homo sapiens), P24468; AID 686940, 2013; inhibition, % at 8.6 µM; 370,000 tested, 0.7% active;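 active means inhibition above a per-plate cutoff, mean inhibition of test wells between control levels plus 3 SD, cut at about 38% in these data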;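 further: cells cotransfected with COUP-TFII expression vector driving the NGFI-A reporter; 0% = median of COUP-TF2 test wells and 100% = reporter-only cells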
# TWEAK Fn14 block – inhibitors of TWEAK-Fn14 signaling, primary screen, luciferase reporter cells, uHTS. TWEAK-stimulated Fn14 reporter cells, luciferase luminescence, 8 h. inhibition, % at 10 µM. 360,000 tested, 2% active. AID 1159606, 2016; in the data active means inhibition above about 50%
# SRC1 inh – SRC1 coactivator transcriptional activity inhibitors, primary screen, cell-based, luminescence. Nuclear receptor coactivator 1 (Homo sapiens), Q15788. 360,000 tested, 0.12% active. HEK293 GAL4-SRC1 luciferase reporter. inhibition, % at 3.6 µM;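 active means inhibition above the campaign mean plus 3 SD, with each screening campaign given its own cutoff, cut at about 60% in these data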;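 further: 0% = DMSO treated cells and 100% = gossypol at 36 µM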
# SRC3 inh – SRC3 coactivator transcriptional activity inhibitors, primary screen, cell-based, luminescence. HEK293 GAL4-SRC3 luciferase reporter. Nuclear receptor coactivator 3 (Homo sapiens), Q9Y6Q9. inhibition, % at 3.6 µM. 360,000 tested, 0.17% active;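 active means inhibition above a per-campaign cutoff, the mean of all compounds plus 3 SD, cut at about 60% in these data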;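 further: 0% = DMSO-treated cells and 100% = gossypol-treated cells at 36 µM; higher means less SRC3-driven luciferase light from the GAL4 reporter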
# Target sequence (Q9Y6Q9 whole entry, looked up, the tested form may be a part): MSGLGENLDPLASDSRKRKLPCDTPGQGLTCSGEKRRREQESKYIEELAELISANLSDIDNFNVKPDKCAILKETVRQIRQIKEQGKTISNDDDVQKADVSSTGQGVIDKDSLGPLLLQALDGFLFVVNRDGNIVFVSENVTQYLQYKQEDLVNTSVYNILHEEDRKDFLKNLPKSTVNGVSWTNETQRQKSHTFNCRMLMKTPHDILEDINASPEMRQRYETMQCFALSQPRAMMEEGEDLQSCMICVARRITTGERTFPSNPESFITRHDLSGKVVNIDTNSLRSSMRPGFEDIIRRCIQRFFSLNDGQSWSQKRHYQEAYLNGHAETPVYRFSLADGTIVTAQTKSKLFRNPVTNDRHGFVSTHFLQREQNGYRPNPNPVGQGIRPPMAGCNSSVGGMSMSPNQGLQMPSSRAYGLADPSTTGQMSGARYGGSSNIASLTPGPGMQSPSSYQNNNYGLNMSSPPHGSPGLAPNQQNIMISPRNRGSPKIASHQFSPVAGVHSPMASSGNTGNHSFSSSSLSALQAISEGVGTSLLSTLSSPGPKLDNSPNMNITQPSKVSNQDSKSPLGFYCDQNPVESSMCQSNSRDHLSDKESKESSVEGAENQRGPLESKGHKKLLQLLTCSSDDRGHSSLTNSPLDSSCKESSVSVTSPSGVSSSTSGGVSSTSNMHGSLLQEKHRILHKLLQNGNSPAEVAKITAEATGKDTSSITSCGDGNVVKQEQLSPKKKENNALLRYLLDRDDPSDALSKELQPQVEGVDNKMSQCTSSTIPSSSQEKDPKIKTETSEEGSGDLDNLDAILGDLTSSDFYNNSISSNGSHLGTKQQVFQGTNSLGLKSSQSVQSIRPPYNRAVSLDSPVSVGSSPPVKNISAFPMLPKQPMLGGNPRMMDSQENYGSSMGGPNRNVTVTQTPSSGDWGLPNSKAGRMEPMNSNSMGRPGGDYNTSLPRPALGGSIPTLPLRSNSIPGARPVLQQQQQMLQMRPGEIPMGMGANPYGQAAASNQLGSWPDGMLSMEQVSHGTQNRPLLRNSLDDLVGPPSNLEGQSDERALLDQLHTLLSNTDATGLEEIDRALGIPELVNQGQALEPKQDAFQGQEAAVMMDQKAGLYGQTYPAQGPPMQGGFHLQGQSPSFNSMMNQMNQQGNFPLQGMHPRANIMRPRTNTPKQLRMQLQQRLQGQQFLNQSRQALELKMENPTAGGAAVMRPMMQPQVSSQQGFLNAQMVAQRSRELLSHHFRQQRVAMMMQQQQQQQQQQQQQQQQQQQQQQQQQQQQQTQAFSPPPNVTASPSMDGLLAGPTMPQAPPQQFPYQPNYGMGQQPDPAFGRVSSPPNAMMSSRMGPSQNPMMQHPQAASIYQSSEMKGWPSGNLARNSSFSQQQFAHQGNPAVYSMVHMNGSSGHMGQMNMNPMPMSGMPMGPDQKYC
# KKLEB tox – cytotoxicity in KKLEB CF airway cells, primary screen, cytotoxicity control for CF NF-kB inhibitor project, cell-based, uHTS, fluorescence assay plates; KKLEB CF airway cells viability, ATPlite luminescence, overnight; active compounds read low; cells stimulated with P. aeruginosa culture filtrate; activity change (cytotoxicity), % at 5 µM; 360,000 tested, 0.36% active; AID 602141, 2011;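 active means corrected activity change at or below -50% at 5 µM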
# TRAIL sens C8 – viability loss with TRAIL in NB7+C8 cells, primary screen, TRAIL sensitizer project, cell-based, ATPlite luminescence; inhibition (viability loss, TRAIL sensitization), % at 10 µM; 360,000 tested, 1% active; AID 624354, 2012;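 active means compounds causing at least 50% loss of cell viability in the single-dose screen, relative to plate controls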
# * marks the source's active call; other numbers are inactive results; . = no result given.
SMILES,CF NFkB inh,EBV LMP1 NFkB,NR5A2 inv ag,Shn3 inh set2,TROY NFkB inh,NR2F2 inh,TWEAK Fn14 block,SRC1 inh,SRC3 inh,KKLEB tox,TRAIL sens C8
COc1ccc(OC)c(NC(=O)CCc2c[nH]c3ccccc23)c1,15,-30,4,15,20,6,0,-13,23,-1,-11
Cc1cc(N2CCCC2)nc2ccc(NC(=S)NCCCN3CCC(C)CC3)cc12,-24,-15,-13,15,-15,11,-83,-7,15,-1,-6
COC(=O)CSc1cc(C)nc(SC)n1,-2,2,2,2,-1,-3,12,-2,13,0,-8
N#CC(=Cc1ccc(-c2ccccc2)cc1)C(=O)c1ccccc1,-18,.,7,1,0,-17,-20,-15,2,-3,-10
CCCSc1nnc(NC(=O)Nc2ccccc2OC)s1,-1,-14,-47,-13,-63,-3,-17,-38,-26,-3,7
N#CCC1c2ccccc2CCN1C(=O)Nc1cccc(Cl)c1 (stereo not drawn),6,1,-32,-3,9,-1,4,-4,-12,6,14
CS(=O)(=O)Cc1cc(Sc2ccccc2)nc(-c2ccncc2)n1,16,4,-3,10,-2,-1,-3,19,-16,7,-8
O=C(COC(=O)c1cc[n+]([O-])cc1)NC(=O)c1ccc(OC(F)F)cc1,1,1,-9,-6,15,3,4,-6,-1,-8,2
C[C@@]12C(=O)Nc3ccccc3C(=O)N1[C@H]1c3cc(Br)ccc3OC[C@@H]1[C@@H]2c1ccccc1,22,11,-5,17,28,10,24,5,8,-11,7
OCCCn1c(-c2ccccc2)csc1=Nc1ccccc1,9,7,-13,21,2,11,3,-18,8,-3,1
COc1ccc(CNC(=O)CN(c2cccc([N+](=O)[O-])c2)S(C)(=O)=O)cc1,7,1,3,-15,11,-6,-9,-1,16,5,-5
O=[N+]([O-])c1cccc(-c2ccc(C(=S)N3CCN(c4ccc(F)cc4)CC3)o2)c1,-2,-16,-3,-8,-13,9,-1,4,6,5,0
CC(=O)NC1CC2CCCC(C1)N2C(=O)Nc1ccc(Cl)cc1 (stereo not drawn),20,3,6,-8,-10,2,-18,-19,-20,9,-3
Cn1nc(C(F)(F)F)c(/C=N/OC(=O)c2ccc(Cl)cc2)c1Cl,5,-3,-24,-3,-6,12,-3,-16,9,5,-14
Cn1nc(-c2ccccc2)c(COC(=O)c2cccc(Cl)c2)c1S(=O)(=O)c1ccccc1,2,1,-10,31,17,12,-1,-21,-8,1,9
CCc1ccc(CNC(=O)CCCn2c(=O)c3cccn3c3cccnc32)cc1,14,-12,11,-7,17,-7,-21,12,2,-7,28
O=C(CNCC1(N2CCOCC2)CCCCC1)Nc1ccc(Cl)cc1,5,-1,-1,10,3,9,-3,12,11,10,-3
O=C(CN1CCN(Cc2ccccc2)CC1)Nc1ccc(-n2cnnn2)cc1,-14,-9,13,-6,-12,0,-4,-4,1,6,1
COc1ccccc1Cc1c(-c2ccc(C)cc2)nc2cc(C)c(Br)c(C)n12,.,.,-24,.,-28,-45,-16,.,.,.,9
O=C(c1ccco1)N1CCn2cccc2C1c1ccccc1 (stereo not drawn),9,4,-27,15,-4,6,10,-26,5,-1,4
CC(Sc1nnc(-c2ccccc2F)n1C1CC1)C(=O)NCc1ccco1 (stereo not drawn),6,16,2,-9,0,0,12,-5,8,1,-13
O=Cc1c(N2CCN(c3cccc(Cl)c3)CC2)nc2ccccn2c1=O,-13,3,-9,11,-34,0,-10,-14,0,-1,9
CCN(CC(=O)Nc1ccc2c(c1)OC(F)(F)O2)Cc1nc2ccccc2c(=O)[nH]1,-5,5,-6,-2,-4,-5,-12,-18,3,-6,9
COc1ccc(NC(=O)Cn2c(=O)n(-c3ccccc3)c(=O)c3sccc32)c(OC)c1,-10,-9,7,1,1,3,-12,-31,0,-8,2
O=C(Nc1cccc(C(=O)O)c1)/C(=C\c1ccco1)NC(=O)c1ccccc1Cl,-10,0,-27,3,-26,1,-5,-5,9,9,-3

# Random excerpt: two records from the list
SMILES,CF NFkB inh,EBV LMP1 NFkB,NR5A2 inv ag,Shn3 inh set2,TROY NFkB inh,NR2F2 inh,TWEAK Fn14 block,SRC1 inh,SRC3 inh,KKLEB tox,TRAIL sens C8
O=C(c1ccco1)N1CCn2cccc2C1c1ccccc1 (stereo not drawn),9,4,-27,15,-4,6,10,-26,5,-1,4
O=C(COC(=O)c1cc[n+]([O-])cc1)NC(=O)c1ccc(OC(F)F)cc1,1,1,-9,-6,15,3,4,-6,-1,-8,2

# The listing picks up; the 3 compounds before the break are reprinted first.
SMILES,CF NFkB inh,EBV LMP1 NFkB,NR5A2 inv ag,Shn3 inh set2,TROY NFkB inh,NR2F2 inh,TWEAK Fn14 block,SRC1 inh,SRC3 inh,KKLEB tox,TRAIL sens C8
CCN(CC(=O)Nc1ccc2c(c1)OC(F)(F)O2)Cc1nc2ccccc2c(=O)[nH]1,-5,5,-6,-2,-4,-5,-12,-18,3,-6,9
COc1ccc(NC(=O)Cn2c(=O)n(-c3ccccc3)c(=O)c3sccc32)c(OC)c1,-10,-9,7,1,1,3,-12,-31,0,-8,2
O=C(Nc1cccc(C(=O)O)c1)/C(=C\c1ccco1)NC(=O)c1ccccc1Cl,-10,0,-27,3,-26,1,-5,-5,9,9,-3
Cc1nn(C)c(Nc2ccc(Br)cc2)c1Br,8,16,25,54,24,36,33,-1,30,5,24
CC1Cc2ccccc2N1C(=O)c1ccc(F)c(S(=O)(=O)N2CCOCC2)c1 (stereo not drawn),-7,-5,0,24,3,16,6,-7,-1,3,-7
Cc1cc(C)cc(NC(=O)CSc2nc(N)c(NC(=O)c3cccs3)c(=O)[nH]2)c1,4,-5,-18,-1,8,6,17,4,5,-8,20
COc1ccc(CN2CCCC(CO)(Cc3ccc(F)cc3)C2)cc1C (stereo not drawn),-19,8,17,9,3,-9,-1,11,5,1,14
N/C(=N\N=C\c1cccs1)SC1CC(=O)N(c2ccc(Br)cc2)C1=O (stereo not drawn),-4,-5,-12,-9,-9,3,0,5,5,-8,-1
Cc1n[nH]c(=S)n(/N=C/c2cccc([N+](=O)[O-])c2)c1=O,-7,-2,-2,9,-23,17,-1,12,14,-13,-2
O=C(O)c1nccnc1C(=O)Nc1ccc(Cl)cc1Cl,6,2,21,1,3,5,-3,7,-10,-1,-16
Cc1ccc(-c2cnc(NC(=O)c3cccc(Br)c3)s2)c(C)c1,12,14,6,10,7,-1,31,13,6,-14,14
Cc1ccc(C)c(C(C)NC(=O)c2ccncc2)c1 (stereo not drawn),1,5,15,12,9,18,-6,-7,11,10,2
O=C(c1cccc(Cl)c1)N1CCN(c2ccc(N3CCOCC3)nn2)CC1,-11,-8,-3,8,-2,0,11,-12,10,8,5
CC(C)c1ccc(CN(C(=O)C2COc3ccccc3O2)C2CCS(=O)(=O)C2)cc1 (stereo not drawn),1,-2,30,7,17,-4,-7,-1,-4,14,-3
Cc1onc(-c2ccccc2)c1C(=O)Nc1ccon1,2,3,4,9,7,-7,-14,13,4,3,-3
O=C(COc1ccccc1F)Nc1ccccc1C(=O)NC1CC1,-2,-6,-6,0,3,-3,4,5,-24,-1,-2
CCOC(=O)c1nnn(-c2ccc([N+](=O)[O-])cc2[N+](=O)[O-])c1C,-37,-35,33,-23,1,-6,1,-4,9,8,-8
CCOC(=O)CC1=C(C(=O)OCC)C(c2cccs2)C(C#N)=C(N)O1 (stereo not drawn),6,-5,-5,2,0,-10,14,4,-8,-25,-15
CCCNC(=O)C1(C)CCN(C(=O)Cc2ccc(OC)c(OC)c2)C1 (stereo not drawn),-22,.,17,13,-10,-1,-52,11,11,6,-13
CC(/C=C/c1ccccc1F)=N\NC(=O)C(C)C,8,-9,-18,-26,-32,-6,-9,-54,-19,2,11
Cc1noc(-c2ccccc2OC(=O)c2ccccc2)n1,-8,0,7,2,1,6,-1,-4,-4,-2,-7
O=C(CSc1nnnn1-c1ccc2c(c1)OCCO2)c1cccc2c1OCCO2,-20,-6,-25,-22,15,-19,5,-24,-19,7,-3
CCC(=O)c1cn(CC(=O)O)c2ccccc12,2,7,2,-11,-19,-3,7,10,1,3,-6
CCc1ccccc1N(CC(=O)NCc1ccco1)C(=O)CCC(=O)Nc1ccccn1,2,-1,-4,11,-18,11,10,7,11,0,-11
Cc1cc(C)c(CN2CCC(n3nccc3NC(=O)C3CCOC3)CC2)cc1C (stereo not drawn),8,3,13,-5,0,4,-27,-21,3,7,10
O=C(N(Cc1ccccc1)c1ccccn1)C12CC3CC(CC(C3)C1)C2,-13,1,40,26,9,12,6,-8,7,3,-2
O=S(=O)(Nc1ccc(O)c(Sc2nc3ccccc3s2)c1)c1ccc(Cl)cc1,15,-21,-11,-20,45,0,42,0,9,2,8
CCc1ccc(NC(=O)CSc2nc3[nH]ncc3c(=O)[nH]2)cc1,2,-2,-12,-1,1,-1,-11,-19,17,-6,-7

# An excerpt from above in order of the CF NFkB inh value, ascending:
structure,CF NFkB inh
O=C(CSc1nnnn1-c1ccc2c(c1)OCCO2)c1cccc2c1OCCO2,-20
O=C(COc1ccccc1F)Nc1ccccc1C(=O)NC1CC1,-2
CC(/C=C/c1ccccc1F)=N\NC(=O)C(C)C,8

# Arranged by length of the SMILES (descending): some entries from above
SMILES,CF NFkB inh,EBV LMP1 NFkB,NR5A2 inv ag,Shn3 inh set2,TROY NFkB inh,NR2F2 inh,TWEAK Fn14 block,SRC1 inh,SRC3 inh,KKLEB tox,TRAIL sens C8
CCOC(=O)c1nnn(-c2ccc([N+](=O)[O-])cc2[N+](=O)[O-])c1C,-37,-35,33,-23,1,-6,1,-4,9,8,-8
CC1Cc2ccccc2N1C(=O)c1ccc(F)c(S(=O)(=O)N2CCOCC2)c1 (stereo not drawn),-7,-5,0,24,3,16,6,-7,-1,3,-7
CC(/C=C/c1ccccc1F)=N\NC(=O)C(C)C,8,-9,-18,-26,-32,-6,-9,-54,-19,2,11

# An excerpt (hit frequency here may not be typical).
